IDE cell activ – IDE (human) activation, cell-based; P14735; HEK cells, FAbeta-B cleavage, fluorescence polarization; 0% vehicle, 100% cell-free pure enzyme wells; activation, % at 5.96 µM; 340,000 compounds, 0.073% hits;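 active = activation above the mean of all tested compounds plus 3 SD, set per screening campaign, cut at about 17% in these data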
PHOSPHO1 inh – blocks human PHOSPHO1 phosphatase activity | 290,000 compounds, 1.1% hits | inhibition, % at 13.3 µM | recombinant PHOSPHO1, absorbance phosphatase assay | Q8TCT1 | AID 1565; in the data active = inhibition above about 60%
Target sequence (Q8TCT1 whole entry, looked up): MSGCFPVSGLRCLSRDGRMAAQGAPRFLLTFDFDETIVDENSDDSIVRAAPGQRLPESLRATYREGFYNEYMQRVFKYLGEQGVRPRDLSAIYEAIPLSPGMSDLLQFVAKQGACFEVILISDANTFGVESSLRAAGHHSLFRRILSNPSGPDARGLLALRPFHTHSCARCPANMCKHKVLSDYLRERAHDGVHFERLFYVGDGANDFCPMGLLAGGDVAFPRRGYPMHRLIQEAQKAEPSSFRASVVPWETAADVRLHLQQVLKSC
IMP-1 inhibitor – blocks Pseudomonas aeruginosa IMP-1 metallo-beta-lactamase. purified IMP-1, nitrocefin hydrolysis, epi-absorbance fluorescence. inhibition, % at 5.6 µM. 290,000 compounds, 0.45% hits. AID 1556;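 active = inhibition above the mean plus 3 SD of all compounds in the same screening run, cut at about 4.5% in these data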;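 also: 0% = IMP-1 with DMSO and 100% = DMSO wells lacking enzyme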
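Test system: recombinant IMP-1 enzyme, purified / Medium: HEPES buffer pH 7.1 with ZnSO4 and Brij 35 / Doses: single dose, 5.6 µM / Times: 25 °C, 15 min preincubation, 25 min reaction / Detection: Epi-absorbance via hydrolysed-nitrocefin quenching of white-plate fluorescence, 480/530 nm, EDTA stop / Evaluation: percent inhibition from optical density relative to buffer-blank wells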
UBC9 SUMO inh – blocks human SUMOylation mediated by UBC9; P63279; HTRF SUMOylation assay, SAE1/SAE2 + UBC9, in vitro; inhibition, % at 35 µM; 290,000 compounds, 0.36% hits; in the data active = inhibition above about 50%, passing the limit was not always enough; also: strong numbers were not always called active
Target sequence (P63279 whole entry, looked up): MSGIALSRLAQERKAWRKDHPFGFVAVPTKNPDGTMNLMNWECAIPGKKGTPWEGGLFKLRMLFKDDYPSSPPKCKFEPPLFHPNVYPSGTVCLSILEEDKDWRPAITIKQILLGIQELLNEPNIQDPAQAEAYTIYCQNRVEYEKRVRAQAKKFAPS
HCV NS3 hel inh – blocks Hepatitis C virus NS3 helicase unwinding; NS3 helicase DNA unwinding, Cy5 molecular beacon fluorescence; inhibition, % at 10.9 µM; 290,000 compounds, 0.56% hits; AID 1800;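 active = inhibition above the mean of all tested compounds plus 3 SD, set per campaign, cut at about 35% in these data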;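 also: 0% = DMSO wells and 100% = thioflavine S control wells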
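Test system: hepatitis C virus NS3 helicase domain fragment enzyme. Also added: annealed dual-labelled DNA beacon duplex, ATP-started. Timing: 60 min unwinding reaction at 25 °C after ATP addition. Technique: Cy5 fluorescence. Measure: % inhibition of unwinding.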
VIM-2 inhibitor – inhibitors of Pseudomonas aeruginosa VIM-2 metallo-beta-lactamase | purified VIM-2, nitrocefin hydrolysis, epi-absorbance fluorescence | inhibition, % at 5.6 µM | 290,000 compounds, 0.89% hits | AID 1527;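 active = inhibition above the mean of all tested compounds plus 3 SD, cutoff set per screening run, cut at about 7.5% in these data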;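 also: red hydrolysis product quenches plate fluorescence so inhibitors raise well fluorescence; 0% = enzyme with DMSO and 100% = DMSO without enzyme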
p-CIP stab down – p/CIP protein destabilization. F442A p/CIP-EGFP cells, EGFP fluorescence, 16 h. decrease of EGFP signal, % at 10 µM. 290,000 compounds, 0.01% hits;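 active = EGFP signal decrease of at least 30% at 10 µM or well 3 SD below plate mean, unless failing retest; inactive = the rest, including hits failing retest or dose response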; also: some compounds called inactive have numbers as strong as hits; many of its hits are not listed in these tables
MEKK3 PB1 HTS – MEKK3-MEK5 PB1 interaction, increase or decrease. 290,000 compounds, 1.4% hits. Q99759. binding response (% of control), % at 10 µM. bead-based flow cytometry, Alexa488-MEK5 binding to MEKK3; actives lie on both sides; 0 = blocked by unlabeled MEK5, 100 = vehicle;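 active = binding response more than 3 SD above or below the average of its plate-row segment, actives on both sides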;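 also: Alexa488 bead fluorescence after subtracting the streptavidin-only scavenger bead signal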
Target sequence (Q99759 whole entry, looked up): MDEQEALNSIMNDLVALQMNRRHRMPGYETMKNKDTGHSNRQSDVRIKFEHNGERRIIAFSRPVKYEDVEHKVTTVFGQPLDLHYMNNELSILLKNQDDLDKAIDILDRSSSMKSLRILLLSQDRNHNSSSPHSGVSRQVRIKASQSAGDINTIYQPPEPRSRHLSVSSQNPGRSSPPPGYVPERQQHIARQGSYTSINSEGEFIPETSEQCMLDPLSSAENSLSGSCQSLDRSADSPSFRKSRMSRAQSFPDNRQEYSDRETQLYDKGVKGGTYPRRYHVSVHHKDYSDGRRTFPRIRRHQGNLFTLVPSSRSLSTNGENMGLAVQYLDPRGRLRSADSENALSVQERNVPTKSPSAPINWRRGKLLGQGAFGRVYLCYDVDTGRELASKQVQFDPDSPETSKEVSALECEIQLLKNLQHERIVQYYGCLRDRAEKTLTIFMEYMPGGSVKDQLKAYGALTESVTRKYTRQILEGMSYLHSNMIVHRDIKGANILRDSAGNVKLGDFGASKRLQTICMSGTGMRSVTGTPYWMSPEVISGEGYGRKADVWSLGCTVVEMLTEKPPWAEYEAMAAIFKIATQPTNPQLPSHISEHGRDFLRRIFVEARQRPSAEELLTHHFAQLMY
DNA FID counter – displaces DNA intercalator in HCV helicase counter-screen | inhibition, % at 7.9 µM | DNA fluorescent intercalator displacement, fluorescence | 290,000 compounds, 0.17% hits; in the data active = inhibition above about 37%;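 also: 0% = vehicle and 100% = reference compound; higher means more ethidium bromide displaced from hairpin DNA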
* marks the source's active call; other numbers are inactive results; nt = not tested or not shown; [ ] = remark or other dose. This is a subset; rates above refer to the full screens.

SMILES	IDE cell activ	PHOSPHO1 inh	IMP-1 inhibitor	UBC9 SUMO inh	HCV NS3 hel inh	VIM-2 inhibitor	p-CIP stab down	MEKK3 PB1 HTS	DNA FID counter
O=C(OCCO)c1cc(Cl)c(C(=O)OCCO)cc1Cl	2	-10	-1.1	2	-11	-1.1	-9	94	3
CC(C)N(Cc1ccccc1)C(=S)NC(=O)C1(C)CC1(Cl)Cl (stereo unspecified)	3	13	-0.6	24	3	-5.4	-2	99	-9
COc1ccc(-n2nnc3c(=O)n(C/C=C/c4ccccc4)cnc32)cc1	-4	44	-1.3	13	9	1.4	2	99	-17
COc1ccc(CNC(=O)C(OC(C)=O)c2ccccn2)cc1 (stereo unspecified)	5	3	5.8*	12	4	-1.2	-2	86	-10
CN1CCN(S(=O)(=O)c2ccc(NC(=O)C3CCCO3)cc2)CC1 (stereo unspecified)	2	14	-2.9	-3	14	0.2	1	101	5
COc1ccc(/C=N/NC(=O)c2cccc(NC(C)=O)c2)c(C(=O)O)c1OC	9	-13	-2.2	1	2	-2.2	-5	97	-4
CCOCCCNc1nc2c(C)cccn2c(=O)c1/C=C1\SC(=S)N(CC(C)C)C1=O	-1	55	-2.7	12	5	-0.3	-153	nt	4
CCCCN(C(=O)c1ccc(OC)c([N+](=O)[O-])c1)c1c(N)n(CCC)c(=O)[nH]c1=O	1	22	-4.6	-2	8	-1.5	-9	99	-9
COc1ccc(NC(=O)CCCc2ccccc2)cc1OC	5	44	-2.0	2	16	-0.8	-5	101	-8
Cc1onc(C(=O)NN)c1C(=O)Nc1ncc(C(F)(F)F)cc1Cl	4	-16	-3.5	3	0	-5.5	1	97	-5
O=C(NCc1ccco1)c1ccccc1NC(=O)C1CC(=O)N(c2ccc(Cl)cc2)C1 (stereo unspecified)	2	29	-3.7	2	-7	-1.6	-16	101	-30
COc1ccccc1CNC(=O)CNC(=O)c1sc2ccccc2c1Cl	-3	46	-4.6	14	-8	-2.1	-8	103	-13
Cc1nc(NCc2ccco2)c2c(C)c(C)sc2n1	-4	29	-1.3	3	2	2.7	-19	108	-2
C=CCn1c(SCC(=O)Nc2ccc(N3CCOCC3)cc2)nc2ccccc2c1=O	5	33	-2.9	4	-2	0.1	-11	107	-39
CC(=O)c1ccc(Nc2cnn(C34CC5CC(CC(CC(=O)O)(C5)C3)C4)c(=O)c2Cl)cc1	5	6	-1.1	-4	9	0.5	11	105	-50
CCC(C)[C@H](NC(=O)NCc1ccc(OC)c(OC)c1)C(=O)O (stereo partly specified)	0	32	-2.9	11	-6	-2.5	-4	94	1
CCOC(=O)CNC(=O)Cc1ccc(OC)cc1	4	36	-1.8	-2	19	-3.0	-6	96	-7
CN(C)/C=C/C(=O)c1ccc(S(=O)(=O)c2ccccc2)cc1	2	-23	-3.9	9	8	-2.5	-6	113	-3
Cc1ccc(C)c(S(=O)(=O)N2CCC(c3nc4c(nnn4Cc4ccc(F)cc4)c(=O)[nH]3)CC2)c1	1	18	-1.2	3	-14	-1.4	-7	90	-20
COc1ccc(-c2ccc(=O)[nH]n2)cc1	5	3	-2.7	8	5	-3.3	-8	99	2
CCOc1ccccc1C(=O)Nc1ccccc1O	-4	-3	-3.7	6	-3	-0.7	-5	78*[inhibitor]	-5
CCCc1ncc(CN2CCCC(C(=O)Nc3ccc(-c4cccc(OC)c4)cc3)C2)cn1 (stereo unspecified)	-5	12	-3.1	-12	-21	-1.7	-1	96	8
CCCCC(=O)OCC(=O)Nc1ccc(C)c(F)c1	9	36	-1.1	-9	-9	-2.8	-2	95	-4
CCN1C(=O)CC(NCc2ccc3c(c2)OCO3)C1=O (stereo unspecified)	5	-6	-2.0	-1	-2	0.4	-8	101	-2
Cc1cc(C)nc(N2CCC(CNC(=O)CCc3ccccc3)CC2)n1	7	29	1.7	16	6	-0.1	4	100	-18

Sorted by count of non-hydrogen atoms (descending): some entries from above.
SMILES	IDE cell activ	PHOSPHO1 inh	IMP-1 inhibitor	UBC9 SUMO inh	HCV NS3 hel inh	VIM-2 inhibitor	p-CIP stab down	MEKK3 PB1 HTS	DNA FID counter
CCCc1ncc(CN2CCCC(C(=O)Nc3ccc(-c4cccc(OC)c4)cc3)C2)cn1 (stereo unspecified)	-5	12	-3.1	-12	-21	-1.7	-1	96	8
C=CCn1c(SCC(=O)Nc2ccc(N3CCOCC3)cc2)nc2ccccc2c1=O	5	33	-2.9	4	-2	0.1	-11	107	-39
CCOC(=O)CNC(=O)Cc1ccc(OC)cc1	4	36	-1.8	-2	19	-3.0	-6	96	-7

Remaining list, next part:
SMILES	IDE cell activ	PHOSPHO1 inh	IMP-1 inhibitor	UBC9 SUMO inh	HCV NS3 hel inh	VIM-2 inhibitor	p-CIP stab down	MEKK3 PB1 HTS	DNA FID counter
C[N+]1(CCOS(=O)C23CC4CC(CC(C4)C2)C3)CCOCC1 (stereo unspecified)	14	81*	-0.9	-28	4	0.0	2	101	6
CC(=O)c1cccc(NC(=O)C(Sc2ncnc3ccccc23)c2ccccc2)c1 (stereo unspecified)	-3	-19	-3.7	-21	-4	-2.2	-11	106	-16
O=C(CSc1cn(CCNC(=O)c2cccs2)c2ccccc12)NC1CCCC1	3	-14	-3.7	8	11	-1.1	-15	106	-22
CCC(C(=O)NC1CCCCC1)N(C(=O)c1snc(C(N)=O)c1N)c1ccc(OC)cc1OC (stereo unspecified)	3	51	-2.3	-11	-5	-2.0	6	99	-38
Cc1cccc(N(CC(O)CON=C2c3ccccc3-c3ccccc32)S(C)(=O)=O)c1 (stereo unspecified)	-2	15	2.8	-15	-23	0.2	7	106	-15
COc1ccc(C(C(=O)NCC2CCCO2)N(C(=O)Cn2nnc3ccccc32)c2ccc(NC(C)=O)cc2)c(OC)c1 (stereo unspecified)	-3	37	-1.3	1	13	-0.4	7	100	-28
CC1(C)Cc2c(cnn2-c2ccc(F)cc2)C(NC(=O)C(C)(C)O)C1 (stereo unspecified)	-3	nt	-4.3	3	-2	-2.0	14	99	-10
Cc1ccc(C(=O)C2=C(O)C(=O)N(Cc3cccnc3)C2c2ccc(N(C)C)cc2)o1 (stereo unspecified)	0	26	-1.4	12	4	1.6	-6	103	-34
COC(=O)CSc1nnc(C2COc3ccccc3O2)n1-c1ccccc1 (stereo unspecified)	1	16	-2.6	7	-2	-3.4	3	104	-23
COc1ccc(OCc2n[nH]c(=S)o2)cc1	-4	88*	-2.6	17	-2	-3.4	-8	101	-4
COc1cc2c(cc1OC)C(c1ccccc1Br)NC(=O)C2 (stereo unspecified)	3	-2	0.3	6	1	-1.3	-11	97	-12
O=C(C[n+]1cn(C(F)F)c2ccccc21)c1ccc(OC(F)F)cc1	-1	30	-2.0	10	-3	-1.1	0	97	-1
COc1cc(C2C(C(C)=O)=C(O)C(=O)N2c2ccc(C)cc2)ccc1O (stereo unspecified)	-4	3	-0.5	-5	1	0.7	-1	90	-3
CCOC(=O)c1c(C)nc2c(C#N)cnn2c1C	3	9	-2.6	-4	10	0.7	-4	99	-3
O=C(Cc1ccccc1[N+](=O)[O-])Nc1ccccc1C(=O)N1CCOCC1	4	15	-1.6	11	-10	0.0	4	101	2
COc1ccc(-c2cc(C(=O)NCC(C)C)no2)cc1	1	7	-4.3	12	-4	-0.9	-11	98	-2
CC(C)C(c1nnnn1CC1CCCO1)N1CCN(Cc2ccc3c(c2)OCO3)CC1 (stereo unspecified)	1	3	2.3	3	1	-0.2	-6	120	12
Cc1csc(N(C(=O)Cc2ccccc2F)c2ccccc2)n1	-8	-26	-1.8	-7	7	-1.5	5	119	-6
CCOc1cccc(NC(=O)/C(C#N)=C\c2cn(CC(=O)O)c3ccccc23)c1	-5	29	-1.5	8	40*	-2.8	-18	99	-19
Cc1ccc(CNC(=O)C(=O)NCC2OCCN2S(=O)(=O)c2ccc(Br)cc2)cc1 (stereo unspecified)	5	-1	-0.4	-11	-31	1.3	-8	97	-39
Cc1ccc(N2CCN(S(=O)(=O)N(C)C)CC2)cc1C	-2	6	-4.8	18	13	-3.4	-12	106	-9

No new results follow: 16 of the compounds above.
SMILES	IDE cell activ	PHOSPHO1 inh	IMP-1 inhibitor	UBC9 SUMO inh	HCV NS3 hel inh	VIM-2 inhibitor	p-CIP stab down	MEKK3 PB1 HTS	DNA FID counter
O=C(OCCO)c1cc(Cl)c(C(=O)OCCO)cc1Cl	2	-10	-1.1	2	-11	-1.1	-9	94	3
CC(C)N(Cc1ccccc1)C(=S)NC(=O)C1(C)CC1(Cl)Cl (stereo unspecified)	3	13	-0.6	24	3	-5.4	-2	99	-9
COc1ccc(-n2nnc3c(=O)n(C/C=C/c4ccccc4)cnc32)cc1	-4	44	-1.3	13	9	1.4	2	99	-17
COc1ccc(CNC(=O)C(OC(C)=O)c2ccccn2)cc1 (stereo unspecified)	5	3	5.8*	12	4	-1.2	-2	86	-10
CN1CCN(S(=O)(=O)c2ccc(NC(=O)C3CCCO3)cc2)CC1 (stereo unspecified)	2	14	-2.9	-3	14	0.2	1	101	5
COc1ccc(/C=N/NC(=O)c2cccc(NC(C)=O)c2)c(C(=O)O)c1OC	9	-13	-2.2	1	2	-2.2	-5	97	-4
CCOCCCNc1nc2c(C)cccn2c(=O)c1/C=C1\SC(=S)N(CC(C)C)C1=O	-1	55	-2.7	12	5	-0.3	-153	nt	4
CCCCN(C(=O)c1ccc(OC)c([N+](=O)[O-])c1)c1c(N)n(CCC)c(=O)[nH]c1=O	1	22	-4.6	-2	8	-1.5	-9	99	-9
COc1ccc(NC(=O)CCCc2ccccc2)cc1OC	5	44	-2.0	2	16	-0.8	-5	101	-8
Cc1onc(C(=O)NN)c1C(=O)Nc1ncc(C(F)(F)F)cc1Cl	4	-16	-3.5	3	0	-5.5	1	97	-5
O=C(NCc1ccco1)c1ccccc1NC(=O)C1CC(=O)N(c2ccc(Cl)cc2)C1 (stereo unspecified)	2	29	-3.7	2	-7	-1.6	-16	101	-30
COc1ccccc1CNC(=O)CNC(=O)c1sc2ccccc2c1Cl	-3	46	-4.6	14	-8	-2.1	-8	103	-13
Cc1nc(NCc2ccco2)c2c(C)c(C)sc2n1	-4	29	-1.3	3	2	2.7	-19	108	-2
C=CCn1c(SCC(=O)Nc2ccc(N3CCOCC3)cc2)nc2ccccc2c1=O	5	33	-2.9	4	-2	0.1	-11	107	-39
CC(=O)c1ccc(Nc2cnn(C34CC5CC(CC(CC(=O)O)(C5)C3)C4)c(=O)c2Cl)cc1	5	6	-1.1	-4	9	0.5	11	105	-50
CCC(C)[C@H](NC(=O)NCc1ccc(OC)c(OC)c1)C(=O)O (stereo partly specified)	0	32	-2.9	11	-6	-2.5	-4	94	1

Screening results from PubChem.
